High-throughput results (PubChem)
CHRM4 antagonist: blocks acetylcholine activation of human M4 receptor; P08173; CHO-hM4 cells, ACh EC80, Fluo-8 calcium fluorescence; inhibition, % at 3 µM; 0.73% of 360,000 active;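 active = inhibition above its plate's cutoff, the mean inhibition of sample wells plus 3 SD, cut at about 27% in these data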;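 also: 0% = acetylcholine EC80 with DMSO and 100% = DMSO without agonist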
Target sequence (P08173 whole entry, looked up): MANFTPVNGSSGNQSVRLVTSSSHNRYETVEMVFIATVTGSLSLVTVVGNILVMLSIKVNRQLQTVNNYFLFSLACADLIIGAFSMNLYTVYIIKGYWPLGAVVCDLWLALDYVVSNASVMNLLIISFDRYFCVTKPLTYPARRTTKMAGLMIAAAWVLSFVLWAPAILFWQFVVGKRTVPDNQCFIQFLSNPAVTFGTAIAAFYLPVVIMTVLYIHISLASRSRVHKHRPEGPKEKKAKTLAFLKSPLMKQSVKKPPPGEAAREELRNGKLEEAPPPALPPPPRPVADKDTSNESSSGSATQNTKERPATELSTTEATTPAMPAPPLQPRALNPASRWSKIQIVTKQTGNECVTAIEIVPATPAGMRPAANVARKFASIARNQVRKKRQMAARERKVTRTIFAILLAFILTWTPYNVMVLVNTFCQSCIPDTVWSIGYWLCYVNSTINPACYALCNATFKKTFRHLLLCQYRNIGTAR
M1 antag: human CHRM1 antagonism | CHO-K1 hM1, Fluo-8 calcium fluorescence, ACh EC80 antagonist | inhibition, % at 3 µM | 1.3% of 360,000 active | AID 588852;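 active = percent inhibition above its own plate's cutoff, namely the mean of that plate's compound wells plus 3 SD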;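 also: peak over basal fluorescence ratio during 140 s after agonist addition; 0% = ACh EC80 plus DMSO and 100% = DMSO alone without agonist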
Target sequence (P11229 whole entry, looked up): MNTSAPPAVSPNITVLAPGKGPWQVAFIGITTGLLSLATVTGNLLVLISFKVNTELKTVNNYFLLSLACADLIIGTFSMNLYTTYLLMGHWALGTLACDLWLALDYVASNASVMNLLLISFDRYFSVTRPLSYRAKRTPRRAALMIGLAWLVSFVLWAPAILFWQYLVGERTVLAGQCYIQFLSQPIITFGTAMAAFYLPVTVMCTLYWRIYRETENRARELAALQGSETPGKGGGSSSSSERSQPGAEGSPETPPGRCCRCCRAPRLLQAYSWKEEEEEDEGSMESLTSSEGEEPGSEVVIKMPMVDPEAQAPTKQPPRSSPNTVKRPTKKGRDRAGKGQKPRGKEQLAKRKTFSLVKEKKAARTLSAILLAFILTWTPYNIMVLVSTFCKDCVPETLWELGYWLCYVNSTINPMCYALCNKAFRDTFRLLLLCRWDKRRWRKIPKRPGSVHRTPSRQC
CHRM5 agonist: agonists of human muscarinic M5 receptor (CHRM5); P08912; CHO-K1 hM5 cells, Fluo-8 calcium fluorescence; 0% DMSO wells, 100% maximal acetylcholine response; activation, % at 3 µM; 0.19% of 360,000 active; AID 624037;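 active = activation above the run's mean over test compounds plus 3 SD, cut at about 23% in these data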;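 also: signal is peak over basal fluorescence ratio across the kinetic read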
M5 PAM: positive allosteric modulators of human muscarinic M5 receptor; activation, % at 3 µM; CHO-K1 hM5, Fluo-8 calcium, ACh EC20 PAM; 0% = ACh EC20, 100% = ACh EC100; 0.3% of 360,000 active;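 active = activation above the run cutoff, the mean activation of all test compounds plus 3 SD, cut at about 18% in these data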
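Assay system: CHO-K1 hM5 cells. Also added: acetylcholine at EC20 concentration, added after compound. Dosing: 3 µM, single dose. Times: compound preincubation 140 s before EC20 acetylcholine addition. Signal: Fluo-8 calcium fluorescence. Measure: % activation relative to EC20 and EC100 ACh responses. Repeats: singlicate, one well per test compound.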
M1 PAM: human CHRM1 positive allosteric modulation; P11229; CHO-K1 hM1, Fluo-8 calcium fluorescence, ACh EC20; 0% = ACh EC20, 100% = maximal ACh; activation, % at 3 µM; 0.088% of 360,000 active; AID 588819; in the data active = activation above about 19%, passing the limit was not always enough
CHRM4 agonist: CHRM4 agonism in calcium assay | P08173 | CHO-K1 hM4/Gqi5, Fluo-8 calcium fluorescence; vehicle 0%, full acetylcholine response 100% | activation, % at 3 µM | 0.14% of 360,000 active | AID 624127;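 active = activation above the run mean over all test wells plus 3 SD, cut at about 32% in these data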;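 also: peak over basal fluorescence ratio per well then scaled between controls; 0% = DMSO wells and 100% = acetylcholine at EC100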
CRFBP-R2 agonist: agonists of human CRF-binding protein/CRF-R2 receptor complex; HEK293 CRF-R2/CRF-BP, calcium dye fluorescence (FLIPR); percent of saturating CRF peptide response; activation, % at 13.2 µM; 0.46% of 350,000 active;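 active = activation of at least 50%, plus an integration ratio under a set limit after plate pattern correction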;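 also: plate controls were neutral control wells without compound for no effect and CRF at EC100 for full effect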
M4 PAM: potentiates acetylcholine response at human M4 receptor | 0.4% of 360,000 active | CHO-K1 hM4/Gqi5, Fluo-8 calcium fluorescence, ACh EC20; 0% = ACh EC20, 100% = maximal ACh | activation, % at 3 µM | P08173;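 active = activation above its plate's cutoff, the mean activation of sample wells plus 3 SD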; also: some results filed as inactive read as strong as hits
CHRM5 antagonist: antagonists of human muscarinic M5 receptor (CHRM5); 0.59% of 360,000 active; CHO-hM5 cells, Fluo-8 calcium fluorescence, ACh EC80; AID 624040; P08912; inhibition, % at 3 µM;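 active = inhibition above a per-plate cutoff, the mean of that plate's test compounds plus 3 SD, cut at about 27% in these data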;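 also: 0% = acetylcholine EC80 with DMSO and 100% = DMSO without agonist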
Active calls of the source: *; . = not tested or not shown.

Below each compound – CHRM4 antagonist	M1 antag	CHRM5 agonist	M5 PAM	M1 PAM	CHRM4 agonist	CRFBP-R2 agonist	M4 PAM	CHRM5 antagonist
CC1CC(=O)N(CC(=O)Nc2ccc(F)cc2)c2ccccc2S1(=O)=O (centres undefined)
→ 6	-3	-1	4	3	1	-0.7	1	-8
CCOc1ccc(NC(=O)CSc2n[nH]c(=O)n2-c2ccccc2)cc1
→ 14	-8	-3	-7	8	0	-1.4	7	5
Cc1nn(-c2ccc(C(=O)NCC(c3ccco3)N3CCCC3)cc2)c(C)c1Cl (centres undefined)
→ -17	-12	-13	-16	1	2	-0.6	0	2
FC(F)(F)Oc1ccc(NC(=S)NCCCN2CCOCC2)cc1
→ 8	-10	1	1	9	3	0.8	-5	-9
Cc1csc(SC(C)C(=O)NCC(=O)Nc2ccc(F)c(F)c2F)n1 (centres undefined)
→ -1	-3	2	0	2	1	-1.1	-4	3
CCOC(=O)CSc1nc(C)c(CC)c(C)c1C(N)=O
→ 3	-11	2	1	9	0	-2.0	2	3
CC1CN(C(=O)Nc2ccc(F)cc2F)CC(C)O1 (centres undefined)
→ 3	-10	-3	-5	7	1	1.4	-1	2
CCCN1CCN(CCCNC(=O)c2ccc(CS(=O)c3ccccc3C)o2)CC1 (centres undefined)
→ -6	-12	-5	2	11	1	-1.3	-7	-1
O=C(NCc1ccccc1)C1CCCN(S(=O)(=O)c2ccc(F)cc2)C1 (centres undefined)
→ -1	-9	-3	4	9	1	-1.0	-3	-8
N#Cc1c(NC(=O)CSc2nc(-c3ccco3)cc(C(F)(F)F)n2)sc2c1CCCC2
→ 5	-12	-3	-2	8	1	-1.7	-3	-1

Below each compound – CHRM4 antagonist	M1 antag	CHRM5 agonist	M5 PAM	M1 PAM	CHRM4 agonist	CRFBP-R2 agonist	M4 PAM	CHRM5 antagonist
C=CCn1c(SCC(=O)Nc2c(C)n(C)n(-c3ccccc3)c2=O)nc2scc(-c3ccccc3)c2c1=O
→ -3	3	2	-8	5	8	-4.3	-2	6
COc1cc(C)c(NC(c2ccccc2)c2ccccc2)cc1OC
→ -8	-9	-7	-3	6	-2	-2.3	-3	-9
C=CCc1c(C)nc(-c2ccccc2)nc1N/N=C(\C)c1ccccc1
→ 35*	21	-4	-6	-10	-1	-0.1	-9	9
COc1ccccc1COC(=O)N/C=C/c1ccco1
→ 0	-6	-1	-4	4	1	10	1	2
CC1=C(C(=O)N(C)C)CC(CC(=O)NCCN2CCOCC2)C(=O)N1CCCN1CCCC1=O (centres undefined)
→ -2	4	2	3	3	-1	.	-4	-2
COc1ccccc1NS(=O)(=O)c1ccc2nc(CCl)[nH]c2c1
→ 8	-1	1	0	3	3	-0.5	-5	1
C=CCOC(=O)C1=C(C)N=C2SCCC(=O)N2C1c1cccs1 (centres undefined)
→ -2	-29	-6	-1	4	0	-1.2	-2	4
CCOC(=O)N1CCN(S(=O)(=O)c2ccc(OC)c(Cl)c2)CC1
→ 12	-7	-1	-9	3	2	-0.8	11	9
CCN(CC(=O)Nc1cc(Cl)ccc1C)C(=O)CCS(=O)(=O)c1ccc(Cl)cc1
→ -2	-2	-3	-3	-1	11	0.0	-7	-2
CCNC(=O)C1(C)CCCN(Cc2cccc3c(OC)cc(C(=O)OCC)cc23)C1 (centres undefined)
→ 4	-6	-2	5	1	-1	.	1	-4

Below each compound – CHRM4 antagonist	M1 antag	CHRM5 agonist	M5 PAM	M1 PAM	CHRM4 agonist	CRFBP-R2 agonist	M4 PAM	CHRM5 antagonist
CC(=O)Oc1cccc(-c2nc3ccccc3c(=O)o2)c1
→ 2	-7	-1	6	8	0	-0.3	10	6
CCCN(CCC)C(=O)C1CC(=O)OC12CCCCC2 (centres undefined)
→ 3	-9	-1	-3	10	1	-3.9	1	15
COc1ccc2c(c1)OCC(O)(c1ccccc1)C2=O (centres undefined)
→ -11	-16	-3	4	14	2	-1.1	7	3
CCOc1ccc(-n2c(C)nc3c(cnn3-c3ccc(Cl)cc3)c2=O)cc1
→ 2	-6	-4	-3	7	1	3.1	-6	7
COc1ccc(/C=C/C(=O)C(C)(C)C)cc1OC
→ 8	-19	0	1	12	0	-1.0	1	-2
CCn1c(CNC(=O)Cc2ccc(OC)cc2)nnc1SCC(=O)NC1CCCCC1
→ -15	-8	-5	0	10	1	-0.6	4	-2
Cc1ccc(C(=O)COc2ccccc2-c2ccccc2)cc1C
→ -8	-2	0	0	-2	-1	-0.3	15	-7
CCc1cc2c(=O)c(-n3cnc4ccccc43)coc2cc1O
→ 9	-3	3	0	5	2	0.1	-4	-1
CCOC(=O)Nc1sc2c(c1C#N)CCC(C)C2 (centres undefined)
→ 11	10	-10	-5	-5	-2	-3.2	0	-6
CCOC(=O)N1CCC(Nc2nc3ccccc3nc2NS(=O)(=O)c2ccc(Cl)cc2)CC1
→ -27	-7	1	-2	-6	4	15	16	-1

Below each compound – CHRM4 antagonist	M1 antag	CHRM5 agonist	M5 PAM	M1 PAM	CHRM4 agonist	CRFBP-R2 agonist	M4 PAM	CHRM5 antagonist
CC(=O)N1CCC(N(CCN2CCOCC2)C(=S)Nc2ccc(C)cc2)CC1
→ -13	-8	-2	-1	3	1	-0.6	1	4
Cc1ccc(C)c(S(=O)(=O)NCCOc2nc(NC(C)C)nc(NC(C)C)n2)c1
→ -2	-3	-4	1	8	1	-1.4	4	-7
CCN1CCN(c2cc(C)c3cc(NC(=S)N4CCCCC4)ccc3n2)CC1
→ -7	-2	1	11	9	1	-0.9	-5	-6
CC(C)c1ccc(NC(=O)C2(C)Cc3c(-c4cccc(C(F)(F)F)c4)ccnc3O2)cc1 (centres undefined)
→ 4	1	-1	-1	-2	-1	.	-4	2
CCOC(=O)C(NCc1ccc2c(c1)OCO2)(NC(=O)c1ccccc1)C(F)(F)F (centres undefined)
→ -1	-7	-3	-1	3	1	0.8	-1	-8
NCC1CC2c3ccccc3C1c1ccccc12 (centres undefined)
→ 9	28*	-10	-19	-17	2	-0.1	-9	14
O=C(NC1CC1)C1=C[C@@H](C2CCCCC2)C[C@@H](OCc2ccc(CO)cc2)O1
→ 3	-10	7	2	-2	2	-0.5	-6	-3
Cc1csc(Cn2c(CN(C)C)nc3ccccc3c2=O)n1
→ -5	2	-4	4	-3	0	0.3	9	-5
O=[N+]([O-])c1ccc2c(c1)C=C1CCCCC1(N1CCCC1)O2 (centres undefined)
→ 6	19	-4	2	-10	0	1.1	-3	3
O=C(c1ccco1)N1CCN(CC(=O)N2c3ccccc3CCc3ccccc32)CC1
→ 2	10	-1	2	-1	0	-0.8	-1	12

Below each compound – CHRM4 antagonist	M1 antag	CHRM5 agonist	M5 PAM	M1 PAM	CHRM4 agonist	CRFBP-R2 agonist	M4 PAM	CHRM5 antagonist
CCNC(=O)C1(C)CCCN(CC(=O)c2ccccc2OC)C1 (centres undefined)
→ 0	-9	0	-4	8	1	.	4	6
N#Cc1ccccc1Sc1ccccc1C(=O)NCC(c1ccco1)N1CCCCC1 (centres undefined)
→ 8	30*	-12	-23	-22	0	0.5	-9	7
O=C(/C=C/c1ccc2c(c1)OCO2)NCC1CCCO1 (centres undefined)
→ -7	9	-3	-1	7	1	-0.6	2	-1
S=C(NCCCc1cnc[nH]1)NCCCN(Cc1ccccc1)c1ccc(Br)cn1
→ 9	29	-1	-3	-29	10	.	-10	9
O=C(CCCOc1ccccc1)Nc1ccc(Br)cc1
→ -8	-25	-9	-7	-3	2	1.1	-5	-2
Cc1ccc(NC(=O)COC(=O)c2csc3c2CCC(C)C3)cc1S(=O)(=O)N1CCCCC1 (centres undefined)
→ -18	1	-1	5	1	1	0.3	25	-3
NC1=NC2(CCCC2)n2c(nc3ccccc32)N1
→ 7	3	-5	-6	4	0	-0.5	-4	25
COc1ccc(NC(=O)Cn2c(C(C)C)nc(C)cc2=O)cc1Cl
→ -1	8	1	7	3	1	1.8	4	6
O=C(Cc1ccc(F)cc1)Nc1c2c(nn1-c1cccc(Cl)c1)CS(=O)C2 (centres undefined)
→ 13	-24	-3	2	7	0	0.5	0	5
COC(=O)c1cc(Br)c(=O)n(CCN2CCOCC2)c1
→ 3	-10	-2	-3	7	0	0.2	4	3
Cc1ccc2sc3ccc(NC(=O)c4ccccc4Cl)cc3c(=O)c2c1
→ 2	-5	-3	-3	8	-1	0.6	3	1
Cc1nc(N(C)C)c2sc(=S)n(-c3ccccc3)c2n1
→ -11	-11	-5	0	10	0	0.2	5	-15

Reformatted with bars between the fields: part of the list above
Molecule | CHRM4 antagonist | M1 antag | CHRM5 agonist | M5 PAM | M1 PAM | CHRM4 agonist | CRFBP-R2 agonist | M4 PAM | CHRM5 antagonist
O=[N+]([O-])c1ccc2c(c1)C=C1CCCCC1(N1CCCC1)O2 (centres undefined) | 6 | 19 | -4 | 2 | -10 | 0 | 1.1 | -3 | 3
O=C(c1ccco1)N1CCN(CC(=O)N2c3ccccc3CCc3ccccc32)CC1 | 2 | 10 | -1 | 2 | -1 | 0 | -0.8 | -1 | 12
CCNC(=O)C1(C)CCCN(CC(=O)c2ccccc2OC)C1 (centres undefined) | 0 | -9 | 0 | -4 | 8 | 1 | . | 4 | 6
N#Cc1ccccc1Sc1ccccc1C(=O)NCC(c1ccco1)N1CCCCC1 (centres undefined) | 8 | 30* | -12 | -23 | -22 | 0 | 0.5 | -9 | 7
O=C(/C=C/c1ccc2c(c1)OCO2)NCC1CCCO1 (centres undefined) | -7 | 9 | -3 | -1 | 7 | 1 | -0.6 | 2 | -1
S=C(NCCCc1cnc[nH]1)NCCCN(Cc1ccccc1)c1ccc(Br)cn1 | 9 | 29 | -1 | -3 | -29 | 10 | . | -10 | 9
O=C(CCCOc1ccccc1)Nc1ccc(Br)cc1 | -8 | -25 | -9 | -7 | -3 | 2 | 1.1 | -5 | -2
Cc1ccc(NC(=O)COC(=O)c2csc3c2CCC(C)C3)cc1S(=O)(=O)N1CCCCC1 (centres undefined) | -18 | 1 | -1 | 5 | 1 | 1 | 0.3 | 25 | -3
NC1=NC2(CCCC2)n2c(nc3ccccc32)N1 | 7 | 3 | -5 | -6 | 4 | 0 | -0.5 | -4 | 25
COc1ccc(NC(=O)Cn2c(C(C)C)nc(C)cc2=O)cc1Cl | -1 | 8 | 1 | 7 | 3 | 1 | 1.8 | 4 | 6
O=C(Cc1ccc(F)cc1)Nc1c2c(nn1-c1cccc(Cl)c1)CS(=O)C2 (centres undefined) | 13 | -24 | -3 | 2 | 7 | 0 | 0.5 | 0 | 5
